# Bioassay records deposited in PubChem by several laboratories.
# TRPML3 ag = activates the human TRPML3 channel; Q8TDD5; HEK293 TRPML3-YFP, Fluo-8 calcium fluorescence; 100% = the carbachol control signal; activation, % at 3 µM; 0.29% of 220,000 active;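 active = activation above its plate's cutoff, the mean activation of the plate's test wells plus 3 SD, cut at about 12% in these data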;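 also: 0% = DMSO only wells and 100% = carbachol wells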
# Target sequence (Q8TDD5 whole entry, looked up): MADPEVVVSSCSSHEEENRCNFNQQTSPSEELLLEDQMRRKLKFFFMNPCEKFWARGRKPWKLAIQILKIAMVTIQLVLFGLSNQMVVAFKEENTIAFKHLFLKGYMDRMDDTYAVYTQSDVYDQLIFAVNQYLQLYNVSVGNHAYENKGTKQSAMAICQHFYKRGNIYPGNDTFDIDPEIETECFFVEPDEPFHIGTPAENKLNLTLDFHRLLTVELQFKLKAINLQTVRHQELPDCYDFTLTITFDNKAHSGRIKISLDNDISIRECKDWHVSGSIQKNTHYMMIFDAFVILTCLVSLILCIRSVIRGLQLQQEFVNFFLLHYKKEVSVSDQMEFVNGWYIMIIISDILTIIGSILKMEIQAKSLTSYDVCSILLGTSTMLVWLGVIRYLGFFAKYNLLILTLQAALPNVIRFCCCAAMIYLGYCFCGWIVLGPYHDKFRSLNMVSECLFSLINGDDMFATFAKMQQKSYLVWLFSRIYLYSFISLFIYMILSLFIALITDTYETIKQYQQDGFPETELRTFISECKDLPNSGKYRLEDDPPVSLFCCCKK
#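 Material: TRPML3-YFP stable HEK293 cells | Dosing: One concentration, 3 µM nominal, 0.3% DMSO | Timing: 125 s total fluorescence read per well | Technique: Fluo-8 calcium dye fluorescence, ex 470-495, em 515-575 nm | Measure: Percent activation from peak-to-basal fluorescence ratio, scaled between DMSO and carbachol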
# Ba/F3 V617F tox = reduce viability of Ba/F3 cells dependent on JAK2V617F; Ba/F3 EpoR-JAK2V617F viability, ATP luminescence; inhibition, % at 5.6 µM; 1.1% of 220,000 active; AID 1446;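 active = inhibition above the campaign mean plus 3 SD over all tested compounds, cut at about 24% in these data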;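 also: cytokine-independent growth of Ba/F3 cells driven by EpoR plus mutant JAK2; 0% = DMSO-treated cells and 100% = JAK inhibitor I control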
# PPC-1+TRAIL kill = compounds killing PPC-1 cancer cells with TRAIL present (potentiator screen, no TRAIL-free arm); PPC-1 cells + TRAIL, ATPLite viability luminescence; cell killing (% activity), % at 4 µM; 0.41% of 220,000 active;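 active = cell killing above 50% in the first pass at 4 µM, then a duplicate retest at 5 µM averaging 50% or more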;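 also: plate controls were cells with TRAIL plus DMSO for no effect and medium-only wells lacking cells for full effect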
# BaF3 parental = counter-screen for JAK2V617F inhibitors: parental Ba/F3 viability inhibitors. 1.1% of 220,000 active. inhibition, % at 5.6 µM. CellTiter-Glo ATP luminescence;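 active = inhibition above a per-campaign cutoff, the mean inhibition of all tested compounds plus 3 SD, cut at about 27% in these data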;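 also: 0% = DMSO wells and 100% = JAK Inhibitor I control wells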
# TRPN1 ag = zebrafish TRPN1 (NompC) channel agonism; HEK293 zebrafish TRPN1-YFP, Fluo-8 calcium fluorescence; 100% = response to 87 µM carbachol; activation, % at 3 µM; 0.18% of 220,000 active; AID 1424;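 active = activation above its plate's cutoff, the mean activation of test wells on that plate plus 3 SD, cut at about 19% in these data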;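 also: 0% = DMSO alone and 100% = 87 µM carbachol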
#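 Assay system: Zebrafish TRPN1-YFP in HEK293 cells | Incubation: Dye loading 1 h at 37 °C, then 30 min room temperature | Measured by: Kinetic Fluo-8 fluorescence, ex 470-495, em 515-575 nm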
# Wee1 stabilizer = inhibitors of human Wee1 degradation; HeLa Luc-Wee1K328M stability, luciferase luminescence; 100% = proteasome inhibitor MG132 effect; reporter increase, % at 5 µM; 1.2% of 220,000 active; AID 1321;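 active = activation above the mean of all tested compounds plus 3 SD, set per screening run, cut at about 8.8% in these data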;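 also: cells exposed to compound for 20 h before luminescence read; 0% = DMSO alone and 100% = MG132 at 30 µM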
# TNF death inh = inhibitors of TNF-alpha induced necroptosis in Jurkat FADD-/- cells | Jurkat FADD-/- TNF necroptosis rescue, ATP luminescence, 24 h; 0 = TNF only, 100 = no-TNF cells | activation (protection from cell death), % at 10 µM | AID 463075 | 0.068% of 220,000 active;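 active = activation, meaning protection from cell death, of at least 50% relative to plate controls; inactive = activation below 50%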;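 also: necroptosis triggered by 40 ng/mL TNF-alpha added together with compound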
# RBBP9 inhibitor = inhibitors of human serine hydrolase RBBP9 | O75884 | recombinant RBBP9, FP-Rh probe fluorescence polarization | 0.2% of 220,000 active | inhibition, % at 7.94 µM;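 active = inhibition above the campaign mean of all tested compounds plus 3 SD, cut at about 14% in these data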;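 also: plate controls were DMSO wells with RBBP9 for no effect and wells lacking RBBP9 protein for full effect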
# Target sequence (O75884 whole entry, looked up): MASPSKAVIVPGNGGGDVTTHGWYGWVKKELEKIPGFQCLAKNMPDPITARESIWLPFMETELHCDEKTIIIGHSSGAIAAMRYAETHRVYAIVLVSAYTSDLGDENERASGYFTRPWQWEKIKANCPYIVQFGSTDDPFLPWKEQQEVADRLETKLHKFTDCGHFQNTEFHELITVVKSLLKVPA
#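 System: RBBP9 protein | Quantity: 2.5 µM RBBP9 dispensing solution, before mixing | Reagent: FP-Rh probe, 375 nM dispensing solution | Timing: Enzyme-compound preincubation 30 min, then probe labeling 45 min, 25 °C | Measured by: Fluorescence polarization | Read-out: % inhibition | Replication: One well per compound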
# CHOP inhibitor = CHOP inhibition in unfolded protein response; inhibition, % at 10 µM; CHO-K1 CHOP-promoter luciferase, tunicamycin-induced, 15-18 h; AID 2732; 3.8% of 220,000 active;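 active = compounds that reduced the stress-induced luciferase reporter signal by more than about 70% of percent inhibition, limit read from the data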;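 also: 0% = tunicamycin plus vehicle and 100% = wells without tunicamycin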
# * = called active by the depositor; x = not tested or not shown. An excerpt; rates above refer to the full screens.
# Value order – TRPML3 ag	Ba/F3 V617F tox	PPC-1+TRAIL kill	BaF3 parental	TRPN1 ag	Wee1 stabilizer	TNF death inh	RBBP9 inhibitor	CHOP inhibitor
COc1cccc(C(=O)C2CCCN(Cc3cccc4c3OCO4)C2)c1 (stereo not drawn)
  0.3	0	6	4	-1.4	-1	2.6	4	37
O=C1C2CCN(CC2)C1Cc1ccc(OCc2ccccc2)cc1 (stereo not drawn)
  1.9	4	7	3	0.1	0	1.4	4	22
N[C@@H](Cc1c[nH]c2ccccc12)c1nnc(SCc2ccccc2F)o1
  -0.6	-3	7	1	0.2	1	-3.2	-1	-8
CN1CC[C@]2(c3cccc(O)c3)Cc3nc4ccccc4cc3C[C@H]2C1
  0.3	2	15	0	0.7	0	x	-5	34
Cc1ccc(-n2nc(C)cc2NC(=O)COc2cc(C)cc3oc(=O)c4c(c23)CCC4)cc1
  -0.3	-1	-4	4	0.0	0	0.4	-8	28
O=C(C1CCN(c2nc3ccc(Br)cc3s2)CC1)N1CCC2(CC1)OCCO2
  2.8	2	1	4	8.3	0	-9.4	0	30
COC(=O)C1C2c3ccccc3C(c3ccccc32)C1C(=O)OC (stereo not drawn)
  -0.7	0	-19	6	-2.0	2	-2.3	-9	27
COc1ccc(C2C(C(=O)N3CCC4(CC3)OCCO4)c3cc(OC)c(OC)cc3C(=O)N2C)cc1 (stereo not drawn)
  0.2	-3	-1	0	0.9	-4	3.5	1	26
Cc1c(N=Cc2c(O)n(CCc3ccccc3)c(=O)[nH]c2=O)c(=O)n(-c2ccccc2)n1C
  0.5	-2	23	0	0.4	0	-1.5	-2	65
CCOC(=O)C1=C(N)OC2=C(C(=O)CC(C)(C)C2)C12C(=O)Nc1ccccc12 (stereo not drawn)
  0.6	-1	-4	6	1.3	-2	0.0	-6	45
CN(C)C(=O)Oc1cc(=O)n2c3c(cccc13)CCC2
  0.4	1	9	3	-0.5	-2	1.4	-11	-1
CC1CN(c2ccc([N+](=O)[O-])c3cccnc23)CC(C)N1 (stereo not drawn)
  0.7	1	14	0	0.6	0	1.6	-3	-86
CC1CC(C)CN(CC(=O)c2ccc(OC(F)F)cc2)C1 (stereo not drawn)
  0.3	-3	16	5	0.9	-1	1.6	-4	3
CC(C(=O)c1cn(C)c2ccccc12)c1ccccc1 (stereo not drawn)
  0.1	-1	6	4	-0.1	-2	-0.6	-11	22
CCNc1nc2[nH]c(=O)c3c(c2s1)OC(N)=C(C#N)C3c1cccs1 (stereo not drawn)
  -0.7	-4	6	3	1.8	-1	-9.0	-5	-13
O=C1NC(=O)N(CC2CCCO2)C(=O)/C1=C/c1cccs1 (stereo not drawn)
  -0.2	1	-4	-3	0.7	2	4.6	-4	-6
CCC(C)C12CN3CCN(CC(C)(C3)C1O)C2 (stereo not drawn)
  0.3	-5	26	1	1.6	-4	1.9	7	-9
C=CCn1c(O)c(C(CC)=NC(C)c2ccccc2)c(=O)[nH]c1=O (stereo not drawn)
  1.8	4	32	6	2.3	-2	-9.2	3	38
CN1C(=O)C(=Cc2ccc(N3CCCCCC3)o2)C(=O)N(C)C1=S
  6.5	-1	18	6	11	-2	-14	-6	48
COC(=O)C1C2c3ccccc3OC1(C)N=c1s/c(=C/c3cnn(C)c3)c(=O)n12 (stereo not drawn)
  0.8	-1	34	4	0.5	-2	0.7	-11	56

# Next part
# Value order – TRPML3 ag	Ba/F3 V617F tox	PPC-1+TRAIL kill	BaF3 parental	TRPN1 ag	Wee1 stabilizer	TNF death inh	RBBP9 inhibitor	CHOP inhibitor
CCCCn1c(O)c(C(CC)=NCCCN(C)C)c(=O)[nH]c1=O
  0.0	-1	21	4	0.1	7	0.2	-6	16
COc1ccc(C(=O)C2CCCN(Cc3ccsc3)C2)cc1OC (stereo not drawn)
  0.7	4	30	5	-0.2	3	2.0	-8	12
CC(=O)OC1N=C(c2ccccc2)c2ccccc2NC1=O (stereo not drawn)
  0.5	1	11	3	0.5	-1	-0.4	1	14
OCCN(CC#CC(O)(c1ccccc1)C1CCCC1)CCO (stereo not drawn)
  0.5	2	-1	3	1.8	1	-0.3	3	31
COCCCNC(=O)c1c(NC(=O)c2ccccc2Cl)n(Cc2ccccc2)c2nc3ccccc3nc12
  0.9	1	6	10	-0.3	-3	-1.8	-7	40
C=CC[N+]1(C)C2CCC1CC(O)C2 (stereo not drawn)
  0.9	0	18	6	-0.5	4	-1.1	-4	-1
Cc1cc(C=C2C(=O)NC(=S)NC2=O)c(C)n1C1CCCC1
  1.0	-1	16	3	0.2	-2	-9.2	-8	-57
O=c1[nH]c(=O)n(-c2cccc(Cl)c2)c(O)c1C=NCCCN1CCOCC1
  -0.9	-4	10	1	1.0	-2	-1.3	-2	-4
COc1ccc(-c2nc3ccccc3n2OC(=O)N(C)C)cc1
  0.2	-3	-12	2	-0.8	2	-3.2	3	-26
COc1ccc(C(=O)C2CCCN(C3CSCCSC3)C2)c(C)c1 (stereo not drawn)
  0.8	-2	3	6	-0.4	-2	0.8	-2	26
c1ccc(C2NCCc3[nH]cnc32)cc1 (stereo not drawn)
  0.4	-1	-1	-6	1.3	4	2.6	-6	-2
O=C(O)CCn1cc(C=C2C(=O)NC(=S)NC2=O)c(-c2cccc(Br)c2)n1
  0.0	4	15	4	0.3	-1	-0.3	-7	8
CCCCn1c(O)c(C(CC)=Nc2cccc(C(=O)O)c2)c(=O)[nH]c1=O
  0.8	0	11	5	-1.0	0	-0.9	-8	-3
CCn1c(P(C)(=O)O)nc2cc(NC(=O)c3ccccc3F)ccc21
  1.1	-2	28	3	1.5	0	0.6	-5	11
CC(N=Cc1c(O)n(C2CC2)c(=S)[nH]c1=O)c1ccccc1 (stereo not drawn)
  0.9	-1	18	-3	2.9	6	0.0	4	12
CCC1=C(C)C(N2CCOCC2)=NP(N2CCOCC2)(N2CCOCC2)=N1
  0.8	-4	13	-1	0.8	-1	0.0	-5	0
O=C(CCCC1=NS(=O)(=O)c2ccccc2N1)N1CCC2(CC1)OCCO2
  0.3	-1	-3	6	0.0	2	0.5	-1	-17
CCCC(=O)c1ccc(CP(=O)(OCC)OCC)o1
  1.0	-2	-27	-2	1.1	0	-0.3	-9	-8
Nc1c2c(nc3sc4c(c13)CCCC4)CCCCC2
  -0.4	-1	8	1	-0.4	6	-3.4	1	42
O=c1c2ccccc2nc(-c2cccs2)n1-c1cnccn1
  0.3	-3	-8	-1	-0.9	-2	-3.5	4	-43

# (further entries)
# Value order – TRPML3 ag	Ba/F3 V617F tox	PPC-1+TRAIL kill	BaF3 parental	TRPN1 ag	Wee1 stabilizer	TNF death inh	RBBP9 inhibitor	CHOP inhibitor
CN1C(=O)N(C)C(=O)C2(Cc3cc([N+](=O)[O-])ccc3N(C)C2)C1=O
  0.5	2	25	3	0.4	-1	0.0	-5	16
CCOC(=O)C(O)(c1ccc(N(CC)S(=O)(=O)c2ccccc2)cc1)C(F)(F)F (stereo not drawn)
  -0.9	-1	-12	5	-1.6	-2	0.7	-1	44
O=C(Cc1cc(=O)[nH]c(=O)[nH]1)N1CCN(CCO)CC1
  1.2	-4	-13	-3	2.8	5	0.3	3	3
COc1ccc(CCn2c(O)c(/C=N/N3CCCCC3)c(=O)[nH]c2=O)cc1OC
  1.9	6	9	12	2.2	0	2.4	3	3
Cc1ccc(-n2c(O)c(/C=N/N3CCOCC3)c(=O)[nH]c2=S)cc1
  0.3	-3	11	3	0.9	5	-3.8	-7	3
CCN(C(C)=O)c1cccc(-c2ccnc3c(C#N)cnn23)c1
  0.6	-3	21	-6	1.1	1	x	-5	9
O=[N+]([O-])c1ccc(N2CCNCC2)cc1N1CCCCC1
  -0.3	3	15	6	2.0	-2	1.8	-4	25
CC1CCN(C(=O)CCl)CC1
  0.5	-1	0	2	-0.7	-3	3.1	-6	-8
Cc1nc2c(c(C)nn2-c2ccccc2)c(C)c1CCC(=O)N1CCC2(CC1)OCCO2
  0.4	3	-10	3	2.3	2	1.6	-10	x
CC(CN1CCOCC1)OC(=O)Cc1ccccc1 (stereo not drawn)
  0.4	-4	7	-4	-1.2	-1	0.6	-9	-12
O=C1NC(=O)N(Cc2ccccc2)C(=O)/C1=C/C=C/c1ccco1
  3.9	-1	15	-5	7.6	-2	-23	-6	12
COC(=O)c1c(C)n(Cc2ccccc2)c2ccc(O)cc12
  2.2	5	18	3	-1.2	-3	-3.4	-7	24
COc1ccc(CC2c3cc(OC)c(OC)cc3CCN2C)cc1OC (stereo not drawn)
  1.4	1	0	-1	0.6	-3	-1.5	3	3
CC1(C)C(c2ccccc2)=NC(c2cccnc2)N1O (stereo not drawn)
  0.3	-1	18	8	0.0	0	-1.3	-3	0
CC(C)(C)N1Cc2ccccc2C1=N
  1.2	-1	18	1	1.2	2	-1.1	7	-9
O=C1NC(=O)C(=Cc2ccc3ccccc3c2)C(=O)N1
  0.1	-2	-2	1	-0.2	0	1.1	-12	1
O=c1[nH]c(=O)n(Cc2ccco2)c(O)c1C=NC1CCN(Cc2ccccc2)CC1
  1.3	1	8	4	1.8	-3	-1.1	-8	7
O=C(CNC(=O)OCc1ccccc1)Nc1ccc(Br)cc1C(=O)c1ccccc1
  -0.4	0	23	4	-0.5	0	-3.1	-10	59
O=C1NC(=O)C(=Cc2ccsc2)C(=O)N1
  0.1	-6	-4	2	1.2	3	-0.3	-2	2
O=C1c2ccccc2C(=O)N1Cc1nc2ccccc2c(=O)n1-c1cccnc1
  0.3	-1	-10	4	0.2	2	-0.7	-9	15

# The list goes on:
# Value order – TRPML3 ag	Ba/F3 V617F tox	PPC-1+TRAIL kill	BaF3 parental	TRPN1 ag	Wee1 stabilizer	TNF death inh	RBBP9 inhibitor	CHOP inhibitor
Cc1c2cnn(CC(=O)N3CCC4(CC3)OCCO4)c(=O)c2c(C)n1Cc1ccccc1
  0.5	-2	-25	2	0.0	0	2.9	4	18
O=C(c1ccc(C(F)(F)F)cc1)C1CCCN(C2CCSCC2)C1 (stereo not drawn)
  0.4	1	8	0	2.3	3	1.6	3	27
Brc1ccc2c(c1)C(OC1CN3CCC1CC3)c1ccccc1CS2 (stereo not drawn)
  1.6	-2	82*	6	3.2	3	-5.1	1	63
CCN1CCN(C(=O)COc2ccc(S(=O)(=O)N(C)Cc3ccccc3)cc2)CC1
  -0.7	2	6	2	0.6	1	-0.8	-6	-6
COc1ccccc1CC1/C(=N/O)C2CCN1CC2 (stereo not drawn)
  1.2	3	4	3	2.9	1	-1.1	-3	34
COc1ccc(S(=O)(=O)NC(CC(=O)N2CCC3(CC2)OCCO3)C(C)C)cc1 (stereo not drawn)
  0.5	-2	3	-1	-0.4	2	-0.5	-7	4
